From PubChem
PERK inhibitor: inhibitors of human PERK kinase. Q9NZJ5. CHO PERK-DD fusion, SEAP luminescence translation reporter. inhibition, % at 5.6 µM. hit rate 0.17% among 220,000;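 active = inhibition above the mean inhibition of all tested compounds plus 3 SD, set separately per screening campaign, cut at about 2.9% in these data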;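 also: PERK kinase domain activated by AP20187 dimerizer at 100 nM; 0% = DMSO with dimerizer and 100% = rapamycin at 8.4 µM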
Calpain2 inh: inhibitors of pig calpain II | purified calpain II, fluorogenic peptide substrate, 30 min | inhibition, % at 16 µM | hit rate 0.37% among 220,000;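 active = inhibition above about 50%, limit read from the data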
TNF death inh: TNF-alpha cell death inhibition in Jurkat FADD-/- cells. AID 463075. hit rate 0.068% among 220,000. activation (protection from cell death), % at 10 µM. Jurkat FADD-/- TNF necroptosis rescue, ATP luminescence, 24 h; 0 = TNF only, 100 = no-TNF cells;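 active = activation, meaning protection from cell death, of at least 50% relative to plate controls; inactive = activation below 50%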;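 also: necroptosis triggered by 40 ng/mL TNF-alpha added together with compound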
EBV gp42 inh: EBV gp42 inhibition; Q1HVG2; Fluorescence polarization binding assay, mP read-out; inhibition, % (tested at 21.74 µM); hit rate 0.42% among 220,000; in the data active = inhibition above about 50%
Target sequence (Q1HVG2 whole entry, looked up): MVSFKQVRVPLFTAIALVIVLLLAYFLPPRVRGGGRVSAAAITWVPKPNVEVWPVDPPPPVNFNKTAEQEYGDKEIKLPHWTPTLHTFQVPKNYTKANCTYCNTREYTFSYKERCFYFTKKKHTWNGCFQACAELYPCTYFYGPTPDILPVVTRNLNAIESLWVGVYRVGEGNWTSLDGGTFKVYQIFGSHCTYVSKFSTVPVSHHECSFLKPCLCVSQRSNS
MDM2 E3 inh: Mdm2 E3 ligase (human) inhibition. Q00987. cell-based MDM2 ubiquitination luciferase reporter, 2 h; 0 = plate control, 100 = twice control, blank-subtracted. signal enhancement, % at 5 µM. hit rate 0.11% among 210,000;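 active = signal enhancement of 30% or more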;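 also: luminescence tracks abundance of the self-degrading MDM2-luciferase fusion protein; higher signal means inhibition of MDM2 E3 ligase activity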
Target sequence (Q00987 whole entry, looked up, the tested form may be a part): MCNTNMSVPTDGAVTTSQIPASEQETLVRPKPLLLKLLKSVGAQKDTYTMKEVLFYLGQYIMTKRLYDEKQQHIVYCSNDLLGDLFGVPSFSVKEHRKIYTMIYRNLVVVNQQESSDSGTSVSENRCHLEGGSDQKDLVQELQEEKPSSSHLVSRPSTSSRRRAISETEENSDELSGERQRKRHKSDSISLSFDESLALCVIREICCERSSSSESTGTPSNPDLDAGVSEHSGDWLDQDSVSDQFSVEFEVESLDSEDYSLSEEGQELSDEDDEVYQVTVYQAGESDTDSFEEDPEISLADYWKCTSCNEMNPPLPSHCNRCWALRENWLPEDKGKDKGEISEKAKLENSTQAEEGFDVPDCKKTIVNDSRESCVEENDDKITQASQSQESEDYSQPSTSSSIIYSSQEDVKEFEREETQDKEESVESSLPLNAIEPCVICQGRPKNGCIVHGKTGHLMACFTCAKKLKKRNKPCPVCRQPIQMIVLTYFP
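System: stable MDM2–luciferase fusion reporter cells / Input: 2000 cells seeded into each well / Schedule: 4 h settle plus 2 h compound, 37 °C / Compound: single-point 5 µM / Buffer or medium: cells held in DMEM / Benchmarks: control and blank well means / Evaluation: percent signal gain over controls, blank-subtracted / Measured by: luciferase luminescence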
eIF4E 4G PPI: inhibitors of eIF4E and eIF4G interaction in translation initiation; AID 782; TR-FRET eIF4E-eIF4GI(517-606) binding, 2 h; hit rate 0.37% among 220,000; P63073+Q04637; inhibition, % at 21.7 µM;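 active = inhibition above about 30%, limit read from the data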;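 also: 0% = full FRET control wells and 100% = background wells lacking eIF4GI fragment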
Cl transport mod: modulates chloride dependent transport by human KCC2. Q9H2X9. KCC2 cells, thallium flux FluoZin-2 fluorescence. B-score of Tl+ flux slope (higher = more flux/activation; lower = inhibition) at 10 µM. hit rate 2.2% among 190,000. AID 1456;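 active = thallium flux slope and its plate-corrected score both differing from the plate sample mean at a set confidence after two filtering rounds, in either direction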;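 also: slope of fluorescence scaled to starting intensity during 10 to 20 s after thallium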
Rad51 HR inh: blocks human Rad51 in homologous recombination. Q06609. hRad51 DNA strand exchange, fluorescence dequenching. inhibition, % at 10 µM. hit rate 0.085% among 200,000;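 active = inhibition above 40% at the single screening dose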;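 also: 0% = DMSO control wells and 100% = blanks with heterologous ssDNA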
Target sequence (Q06609 whole entry, looked up): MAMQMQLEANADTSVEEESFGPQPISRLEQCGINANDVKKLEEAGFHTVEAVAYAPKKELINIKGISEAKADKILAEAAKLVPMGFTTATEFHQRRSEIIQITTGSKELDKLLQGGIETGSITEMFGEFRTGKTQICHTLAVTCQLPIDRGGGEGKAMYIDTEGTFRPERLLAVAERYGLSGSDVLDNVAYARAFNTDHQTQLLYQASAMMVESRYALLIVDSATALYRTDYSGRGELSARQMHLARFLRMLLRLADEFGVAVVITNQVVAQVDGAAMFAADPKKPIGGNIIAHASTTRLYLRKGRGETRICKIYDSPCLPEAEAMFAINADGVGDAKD
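material = hRad51 filaments on single-stranded DNA | reagent = Donor/quencher-labelled 47-bp dsDNA substrate | compound = 10 µM final, single point | schedule = strand-exchange reaction 15 min at room temperature | measured by = fluorescein emission 520 nm, excitation 485 nm | read-out basis = % inhibition versus plate control and blank means | benchmarks = plate controls and plate blanks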
L929 necroptosis: blocks zVAD induced death of L929 cells; L929 zVAD necroptosis rescue, ATP luminescence, 24 h; with zVAD 60 µM; viability rescue, % at 10 µM; hit rate 0.38% among 220,000;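 active = activation, scaled between plate controls, above about 75%, limit read from the data; inactive = activation under that limit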;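 also: 0% = zVAD with DMSO and 100% = DMSO alone without zVAD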
Starred values were filed as active, the others as inactive; i = inactive; . = no result given; [ ] = dose if it differs, or a comment.

SMILES	PERK inhibitor	Calpain2 inh	TNF death inh	EBV gp42 inh	MDM2 E3 inh	eIF4E 4G PPI	Cl transport mod	Rad51 HR inh	L929 necroptosis
COc1ccc(/C=C/C(=O)c2cc(F)ccc2OC(=O)c2ccc(OC)c(OC)c2)cc1OC	-1.2	-1	-14	-7	-5	-1	-1.4	.	.
CCOC(=O)c1ccccc1NC1c2ccccc2C(=O)N1c1ccc(C)cn1 (centres undefined)	0.1	-1	0.2	12	-5	3	-0.8	3	-0.4
CC(=O)Nc1ccc(C(=O)OC2CCCCC2=O)cc1 (centres undefined)	0.3	0	1.8	-26	-10	3	-0.18	-11	0.7
O=C(NCCC(=O)N1CCN(c2ncccn2)CC1)c1ccccc1Cl	0.0	1	0.3	-31	-14	15	0.65	2	-0.6
COc1ccccc1N1CCN(C(=O)Nc2cccc(Cl)c2)CC1	-0.7	10	0.5	-19	-10	-17	-0.087	2	0.1
CCN(C(=O)CSc1nnc2ccccn12)C1CCS(=O)(=O)C1 (centres undefined)	0.6	-25	-0.6	-2	-22	-1	0.03	24	-0.2
O=C(c1ccccc1)c1nn(-c2ccccc2)c(=O)cc1C(F)(F)F	0.7	-21	-17	-2	-5	7	.	-2	-0.3
Cc1onc(-c2ccccc2)c1C(=O)NC(=S)NNC(=O)c1cccnc1	0.6	19	1.1	-8	-13	-1	-0.6	-1	0.6
CCNCC(=O)Nc1ccc(N2CCOCC2)cc1	-0.3	6	1.1	-2	-5	-1	1	-4	2.7
COc1ccccc1N(C(=O)c1cncc(Br)c1)c1nc(-c2ccc(C)cc2)cs1	0.9	-25	0.5	-13	3	11	0.22	11	1.4

Looked up above:
Reading for Cc1onc(-c2ccccc2)c1C(=O)NC(=S)NNC(=O)c1cccnc1 in L929 necroptosis: 0.6
Reading for O=C(NCCC(=O)N1CCN(c2ncccn2)CC1)c1ccccc1Cl in Rad51 HR inh: 2
Reading for CCOC(=O)c1ccccc1NC1c2ccccc2C(=O)N1c1ccc(C)cn1 (centres undefined) in L929 necroptosis: -0.4
Reading for COc1ccccc1N1CCN(C(=O)Nc2cccc(Cl)c2)CC1 in PERK inhibitor: -0.7

Further results follow:
SMILES	PERK inhibitor	Calpain2 inh	TNF death inh	EBV gp42 inh	MDM2 E3 inh	eIF4E 4G PPI	Cl transport mod	Rad51 HR inh	L929 necroptosis
CC(C)(C)c1c(Cl)c(O)c(-c2ccccc2)c(=O)n1-c1ccccc1	1.8	8	0.3	-6	-10	33*	-0.78	28	0.7
Cc1cc(C)n2nc(C(=O)NNC(=O)c3ccc(Cl)cc3)nc2n1	0.7	4	2.2	-6	.	2	0.92	-7	-0.5
CNCc1c(OCc2ccccc2F)ccc2ccccc12	-0.6	18	2.0	-1	-12	0	0.03	20	0.9
CC(=O)Oc1ccc(C(=O)Nc2nccs2)cc1	.	6	21	-7	-8	4[fluorescence artefact?]	0.41	-1	101*
CCCCn1c(-c2cccs2)nc2oc3ccccc3c(=O)c2c1=O	-0.3	-5	-1.2	-1	-5	10	-0.83	12	0.4
O=C(Oc1ccc(Cl)c2cccnc12)N1CCOCC1	0.2	-39	-4.4	-2	-4	1	0.2	-1	-0.1
Cc1cccc2sc(NC(=O)C3=NN(c4ccccc4)C(=O)CC3)nc12	0.8	-90	1.5	-18	-4	5[fluorescence artefact?]	0.13	5	0.8
CCOC(=O)CN1C(=O)COc2ccc(C(C)(C)C)cc21	-0.3	-14	-0.3	-18	-18	4	-0.41	-3	0.0
Cc1cc(C)n(CC(=O)N/N=C/c2ccc(C)o2)n1	0.9	11	-1.1	-20	-32	2[fluorescence artefact?]	0.46	-5	0.0
Cc1onc(-c2ccccc2)c1C(=O)Oc1ccccc1	0.0	9	4.2	-14	-6	-7	-1.3	14	-0.2

Reprinted at random: five records from the list, in no set order.
SMILES	PERK inhibitor	Calpain2 inh	TNF death inh	EBV gp42 inh	MDM2 E3 inh	eIF4E 4G PPI	Cl transport mod	Rad51 HR inh	L929 necroptosis
CCCCn1c(-c2cccs2)nc2oc3ccccc3c(=O)c2c1=O	-0.3	-5	-1.2	-1	-5	10	-0.83	12	0.4
CC(C)(C)c1c(Cl)c(O)c(-c2ccccc2)c(=O)n1-c1ccccc1	1.8	8	0.3	-6	-10	33*	-0.78	28	0.7
Cc1cccc2sc(NC(=O)C3=NN(c4ccccc4)C(=O)CC3)nc12	0.8	-90	1.5	-18	-4	5[fluorescence artefact?]	0.13	5	0.8
CNCc1c(OCc2ccccc2F)ccc2ccccc12	-0.6	18	2.0	-1	-12	0	0.03	20	0.9
O=C(Oc1ccc(Cl)c2cccnc12)N1CCOCC1	0.2	-39	-4.4	-2	-4	1	0.2	-1	-0.1

(cont.)
SMILES	PERK inhibitor	Calpain2 inh	TNF death inh	EBV gp42 inh	MDM2 E3 inh	eIF4E 4G PPI	Cl transport mod	Rad51 HR inh	L929 necroptosis
COc1cc(C(C#N)N2N=C(c3ccccc3)CC2c2ccccc2)ccc1O (centres undefined)	0.4	-7	-3.8	-28	-3	-5	-0.33	-3	-0.5
CC(NC(=O)COC(=O)C1CCN(S(=O)(=O)c2ccccc2C(F)(F)F)CC1)c1ccccc1 (centres undefined)	-0.1	22	0.0	-3	-12	-3	0.65	.	1.4
CC1CCN(S(=O)(=O)c2ccc(NC(=O)CN3CCN(c4ccccc4)CC3)cc2)CC1	0.0	-24	-0.5	-21	-16	-11	1	6	0.0
Cc1ccccc1OCCNc1cc(N2CCN(CCO)CC2)ccc1[N+](=O)[O-]	-0.8	-15	-3.6	-2	-3	0	-1.2	12	0.2
CSc1ccccc1NC(=O)NCCCl	0.6	-17	0.1	-2	-4	1	-0.42	-2	1.3
C=CCNc1nc(-c2ccc(O)c(C(N)=O)c2)cs1	0.5	-3	-1.8	-28	-35	11	.	4	0.6
O=C(Cc1nn[nH]n1)NCCC1=CCCCC1	0.7	3	-1.0	-10	-1	5[fluorescence artefact?]	0.057	-7	-0.1
COc1cc(C2=NOC(C(=O)NCc3ccco3)C2)cc(OC)c1OC (centres undefined)	-0.1	-5	-7.7	-3	-14	-6	.	-4	0.7
NNC(=O)c1sc2cc(C(F)(F)F)cnc2c1-c1cccnc1	-0.8	-13	0.9	-4	-8	5	0.55	30	0.6
Cc1cc(C)cc(NC(=O)N(CCC#N)Cc2cccs2)c1	0.1	-10	2.7	-11	-2	-5	-0.3	-7	0.9
O=C(NCCN1C(=O)S/C(=C\c2ccccc2F)C1=O)C1CCCN1C(=O)c1cccs1 (centres undefined)	0.1	10	2.9	-13	-3	-1[fluorescence artefact?]	-1.5	-3	-0.8
Nc1ccc2nc3c(=O)[nH]c(=S)[nH]c3nc2c1	0.8	16	-2.0	158*	-10	56*	i	i	-0.1
CCC(C)NC(=O)CCC(=O)NNc1nc2ccccc2c2nc(C)nn12 (centres undefined)	0.8	19	1.9	9	3	2	0.49	22	-0.6
CS(=O)(=O)N1CCC(C(=O)Nc2ccc(Br)cc2F)CC1	0.8	-53	0.0	0	-10	-6	.	3	0.1
O=C(CCCN1C(=O)c2cccc3cccc(c23)C1=O)NC1CCS(=O)(=O)C1 (centres undefined)	-0.1	-51	0.2	-10	-12	0	-0.021	.	0.9
CCCC(=O)c1cn(CC(=O)OC)c2ccccc12	0.5	-10	0.2	-4	-15	0	.	3	0.9
COCC(=O)N(Cc1ccc(OC)cc1)Cc1nc2ccccc2c(=O)[nH]1	-0.5	17	0.0	-8	-12	1	0.13	9	0.2
Cc1ccccc1-n1c(-c2ccc(Cl)cc2)cnc1SCC(=O)NC1CCS(=O)(=O)C1 (centres undefined)	-0.4	-21	-0.9	-14	0	9	-0.74	-11	0.8
CCn1cc(C(=O)NCc2ccc(Cl)cc2)c(=O)c2cc(S(=O)(=O)N3CCOCC3)ccc21	0.4	-24	3.1	2	1	2	-0.032	-7	-0.4
CCOc1ccccc1OCCCC(=O)N1CCN(S(=O)(=O)c2ccc(C)cc2)CC1	-0.7	-7	0.2	-2	-7	-7	-0.6	-10	-0.9
Cn1cc(-c2cccc(Cl)c2)cc(C#N)c1=O	-0.5	-239	0.9	3	-10	3	-0.65	26	1.1
O=C1[C@@H]2Cc3ccccc3CN2C(=O)N1c1cccc(F)c1	-1.0	-2	2.1	-14	0	-1	.	6	1.4
COc1ccc(C2CC(=O)Oc3c(C(CCN4CCCC(C)C4)c4ccc(N(C)C)cc4)c(OC)cc(OC)c32)cc1 (centres undefined)	.	-9	-2.5	-17	-10	43*	0.012	-4	-0.3
CCOC(=O)c1sc2ccc(S(=O)(=O)N3CC(C)CC(C)C3)cc2c1N (centres undefined)	0.9	-11	0.3	-15	-13	2	-1.7	.	.
Cc1cccc(/N=C/c2c(O)c3ccccc3oc2=O)n1	0.1	-37	-16	5	-10	10	-1.2	-4	2.1
CC1(C)CC(=O)C2=C(C1)Nc1ccccc1NC2c1cccnc1 (centres undefined)	.	28	.	-15	-10	2	.	0	.
CCOC(=O)NCCOC(=O)Nc1ccc(Cl)cc1	0.1	-11	0.9	0	-10	-2	1	-1	0.8
CCCCCCn1c(-c2cccs2)n[nH]c1=S	-0.4	-118	-3.7	-12	-2	0	46*	2	1.1
O=C(Cn1cnc2ccccc21)N1CCN(S(=O)(=O)c2ccccc2)CC1	1.6	28	-0.8	-18	1	0	-0.5	2	1.4
O=C(Cc1ccccc1)NC(=S)Nc1cccc(C(F)(F)F)c1	-0.1	4	1.6	-4	21	-2	6*	-6	0.2
CCOC(=O)c1c(CN2CCCCC2)n(C)c2ccc(OC)c(S(=O)(=O)c3ccccc3)c12	-0.7	-6	2.0	-17	-14	-3	1.3	-3	0.4
C=C(C)CSc1nc2nc(C)c(Br)cc2[nH]1	1.0	19	3.0	-1	0	-7	-0.68	3	0.9
O=[N+]([O-])c1ccc(/C=N/n2cn[nH]c2=S)cc1	1.4	-8	1.2	-3	-8	5	0.2	12	0.8
C=C(C)Cn1c(SCC)nc2ccccc2c1=O	-0.7	8	-2.2	-9	10	8	0.63	3	0.3
O=C(O)c1cc(-c2ccccc2)n[nH]1	0.8	22	-0.3	6	-14	3[fluorescence artefact?]	0.08	-8	0.7
Cc1ccc(C)c(NC(=O)C(Sc2ncnc3ccccc23)c2ccccc2)c1 (centres undefined)	1.0	21	1.2	-14	-1	2	-0.15	3	0.4
COc1ccc(NC(=S)NCc2ccc(S(N)(=O)=O)cc2)c(OC)c1	0.1	4	-0.7	4	.	-3[fluorescence artefact?]	1.9	.	0.1
CCCCCN(C(=O)NC(=O)Nn1cnnc1)S(C)(=O)=O	1.2	15	-3.7	-19	-7	5	.	1	0.0
CCOC(=O)C(C)Sc1nc2c(c(=O)[nH]c(=O)n2C)n1C/C=C(/C)Cl (centres undefined)	-0.9	22	-1.6	-20	5	20	-0.9	2	-0.3

Sorted by molecular weight (high to low): some entries from above
SMILES	PERK inhibitor	Calpain2 inh	TNF death inh	EBV gp42 inh	MDM2 E3 inh	eIF4E 4G PPI	Cl transport mod	Rad51 HR inh	L929 necroptosis
Cc1ccccc1-n1c(-c2ccc(Cl)cc2)cnc1SCC(=O)NC1CCS(=O)(=O)C1 (centres undefined)	-0.4	-21	-0.9	-14	0	9	-0.74	-11	0.8
CNCc1c(OCc2ccccc2F)ccc2ccccc12	-0.6	18	2.0	-1	-12	0	0.03	20	0.9
CC(=O)Nc1ccc(C(=O)OC2CCCCC2=O)cc1 (centres undefined)	0.3	0	1.8	-26	-10	3	-0.18	-11	0.7
